Compound activity as filed in PubChem.
FBW7 activator: activators of human E3 ligase FBW7; Q969H0; AlphaScreen FBW7–phospho-cyclin E peptide binding, activator screen; hit rate 0.13% among 650,000; normalized activity (activation), % at 26.1 µM; AID 1259310; in the data active = normalized activity above about 1.9%;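 also: purified mutant Fbw7 with reduced substrate affinity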
Target sequence (Q969H0 whole entry, looked up): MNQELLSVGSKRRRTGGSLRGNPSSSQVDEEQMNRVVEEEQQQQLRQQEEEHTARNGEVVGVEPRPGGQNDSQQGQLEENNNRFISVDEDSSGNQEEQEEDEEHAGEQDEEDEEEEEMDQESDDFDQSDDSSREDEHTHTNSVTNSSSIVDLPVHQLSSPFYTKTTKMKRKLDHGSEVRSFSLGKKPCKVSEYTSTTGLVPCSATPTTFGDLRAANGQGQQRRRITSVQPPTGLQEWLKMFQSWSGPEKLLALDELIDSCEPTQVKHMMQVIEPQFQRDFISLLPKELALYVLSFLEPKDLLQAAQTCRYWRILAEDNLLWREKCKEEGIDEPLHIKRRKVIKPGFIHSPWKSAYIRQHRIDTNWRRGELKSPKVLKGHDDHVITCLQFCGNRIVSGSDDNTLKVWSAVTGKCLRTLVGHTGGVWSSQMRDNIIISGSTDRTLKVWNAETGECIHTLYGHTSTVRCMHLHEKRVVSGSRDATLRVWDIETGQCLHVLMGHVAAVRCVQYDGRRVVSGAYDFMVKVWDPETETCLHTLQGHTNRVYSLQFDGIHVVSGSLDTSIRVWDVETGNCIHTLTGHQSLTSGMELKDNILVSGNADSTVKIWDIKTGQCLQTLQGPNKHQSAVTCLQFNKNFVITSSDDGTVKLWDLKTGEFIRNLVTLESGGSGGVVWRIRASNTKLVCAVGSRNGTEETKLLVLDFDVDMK
GPR151 ag: activates the human receptor GPR151; Q8TDV0; PathHunter beta-arrestin GPR151 cells, luminescence; activation, % at 11.2 µM; hit rate 1% among 650,000; in the data active = activation above about 4.9%;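 also: 0% = median of compound wells and 100% = cells with positive control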
TEAD-YAP inh: TEAD-YAP interaction inhibition; HEK-TIYL cells, TEAD-Gal4/YAP UAS-luciferase luminescence; inhibition, % at 9.12 µM; hit rate 1.4% among 640,000; in the data active = inhibition above about 32%;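 also: 0% = median of test compound wells and 100% = reference inhibitor wells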
MITF primary: human MITF inhibition, primary screen; O75030; AlphaScreen MITF homodimerization, bead proximity signal; inhibition, % at 2.6 µM; hit rate 0.91% among 650,000; AID 1259374; in the data active = inhibition above about 50%;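 also: 0% = vehicle wells with protein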
* marks the source's active call; other numbers are inactive results; & = joins results of further samples; ! = not confirmed by another sample.

Codes: A = FBW7 activator; B = GPR151 ag; C = TEAD-YAP inh; D = MITF primary
CCOc1ccc2c(=O)c(-c3ccccc3OC)coc2c1
  A: 0.1	B: 0.2	C: -42	D: -1
CN1CCN(C(=O)c2cccc(F)c2)CC1
  A: -0.1	B: -1.7	C: -1	D: 6
CC(=O)c1cccc(NC(=O)CCc2ccc(S(=O)(=O)NCC(C)C)cc2)c1
  A: 0.0	B: -1.6	C: 8	D: -1
CN1CCN(c2ccc(-c3cc(NCCc4ccc(O)cc4)nc(N)n3)cc2)CC1
  A: 0.0	B: -0.8	C: 4	D: 5
COc1ccc(-n2c(CNC(=O)c3cc(OC)c(OC)c(OC)c3)n[nH]c2=S)cc1
  A: 0.2	B: -0.1	C: -3	D: 10
O=C(C1CC(=O)N(c2ccccc2)C1)N1CCN(S(=O)(=O)C2CC2)CC1 (stereo not drawn)
  A: 0.1	B: -0.9	C: 1	D: 9
COc1ccc(-c2coc3cc(O)ccc3c2=O)cc1
  A: 0.1&0.0	B: -3.4&-1.8	C: 53*!	D: 25&-1
CCOc1ccc(-c2cc(C(=O)Nc3cc(=O)n(C)c(=O)n3C)c3ccccc3n2)cc1
  A: 0.0	B: -1.8	C: 76*	D: -26
Cc1ccccc1NC(=O)c1cc(Cl)cc(Cl)c1NC(=O)c1cccnc1
  A: 0.1	B: -0.9	C: -5	D: -5
COc1ccc(CCNCC(=O)Nc2ccccc2N2CCCCCC2)cc1OC
  A: -0.1	B: -0.2	C: -17	D: 15
O=C(COC(=O)c1ccccc1N1C(=O)C2C3CCC(C3)C2C1=O)c1ccc(Cl)c([N+](=O)[O-])c1 (stereo not drawn)
  A: -0.2	B: -2.4	C: -5	D: -2
CCOC(CNC(=O)Nc1cccc(C(F)(F)F)c1)(OCC)c1ccncc1
  A: 0.1	B: 2.5	C: -11	D: 9
Cc1ccccc1-n1c(SCc2cc(=O)n3ccccc3n2)nc2n[nH]c(C)c2c1=N
  A: 0.3	B: -1.0	C: -32	D: 5
CC1CCCC/C1=N\NC(=O)CCC(=O)Nc1ccc(F)cc1 (stereo not drawn)
  A: 0.0	B: 1.9	C: -1	D: 11
CC1(C)CC(=O)C/C(=N/NC(=O)C2CC2c2ccccc2)C1 (stereo not drawn)
  A: -0.2	B: 0.9	C: 0	D: -6
C=CCC1(CC=C)CCCN1
  A: 0.4	B: 1.7	C: 4	D: 4
COCCCNc1nccn2c(-c3cccc4ccccc34)cnc12
  A: -0.1	B: 2.5	C: 5	D: -1
COCCNC(=O)c1ccc(Cl)cc1
  A: 0.4	B: 0.0	C: -3	D: 8
O=C(NC1CCCCC1)c1ccc(Br)c(S(=O)(=O)N2CCOCC2)c1
  A: 0.1	B: 1.4	C: 3	D: -8
CC(=O)Nc1cc(C)nn1-c1nc(-c2ccc(F)cc2)cs1
  A: 0.0	B: -0.5	C: -7	D: -7
O=c1oc2cc(O)ccc2c2c1CCCC2
  A: 0.6	B: -2.1	C: 1	D: -3
NS(=O)(=O)c1ccc(CNC2CC(=O)N(c3ccc(Cl)cc3)C2=O)cc1 (stereo not drawn)
  A: 0.4	B: 0.1	C: -1	D: 23
Cc1cc(C)cc(NC(=O)CN2CCC(NC(=O)c3ccc(Br)cc3)CC2)c1
  A: 0.0	B: 4.0	C: -3	D: -2
CN=C(NS(=O)(=O)c1ccc(F)cc1)c1ccccc1
  A: 0.2	B: 2.2	C: -2	D: 3
CC(C)c1cc(=O)[nH]c(-n2nc(-c3ccco3)cc2NC(=O)c2ccc(F)cc2)n1
  A: 0.0	B: -0.7	C: -2	D: 6
Cc1c(-c2ccccc2)nc2ccccc2c1C(=O)Nc1cc(C(F)(F)F)ccc1Cl
  A: 0.3	B: 0.1	C: -10	D: 10
COc1ccc(C(O)c2cccs2)cc1OC (stereo not drawn)
  A: -0.1	B: 0.4	C: 4	D: 2
CN(C)c1ccc(-c2cnc(-c3cc[n+](C)cc3)o2)cc1 (tested in a mixture with another compound)
  A: -0.3	B: -9.5	C: 3	D: 11
O=c1cnnc(N/N=C/c2c[nH]c3ccccc23)[nH]1
  A: -0.4	B: 0.9	C: -1	D: 10
O=C(NCc1ccccc1)c1ccc(N2CCCC2=O)cc1
  A: 0.5	B: -1.2	C: 1	D: 14
O=C(NC1CCSC1=O)c1ccccc1Cl (stereo not drawn)
  A: 0.5	B: 0.2	C: 8	D: 10
CCOc1ccc(CCN=c2c([N+](=O)[O-])nn(-c3ccccc3C)n2O)cc1OCC
  A: -0.2	B: -0.2	C: 3	D: 2
CCOc1ccccc1CN1CCN(Cc2cccc(-n3cccn3)c2)CC1CCO (stereo not drawn)
  A: -0.1	B: 0.5	C: -4	D: -9
CC(=O)c1cccc(NC(=O)CCS(=O)(=O)c2ccc(C)cc2)c1
  A: 0.2	B: -0.6	C: 9	D: 8
COCCOC(=O)c1ccc(NC(=O)COc2ccccc2)cc1
  A: 0.0	B: 0.0	C: -2	D: -12
COc1ccc(OC)c(NC(=O)CSc2nc(-c3ccccc3)cc(-c3cc(OC)c(OC)c(OC)c3)c2C#N)c1
  A: 0.6	B: -0.5	C: 1	D: 2
Cc1nonc1NC(=O)OC1CCCCC1
  A: 0.0	B: -0.3	C: 0	D: 16
COc1cc2nc(C3CCC3)n(NC(=O)COc3ccccc3)c(=O)c2cc1OC
  A: 0.3	B: -1.0	C: 4	D: 25
CC1(C)O[C@@H]2CC3C4CCC5=CC(=O)C=C[C@]5(C)[C@@]4(F)[C@@H](O)C[C@]3(C)[C@]2(C(=O)CO)O1 (stereo partly drawn)
  A: 0.0	B: 3.8	C: -12	D: 4
CCS(=O)(=O)c1ccc2oc(SCC(=O)N3CC4(C)CC3CC(C)(C)C4)nc2c1 (stereo not drawn)
  A: 0.0	B: 0.3	C: -2	D: -4
CCOC(=O)c1nc(Nc2ccc(Oc3ccc(Cl)cc3)cc2)c2ccccc2n1
  A: -0.1	B: 0.6	C: 16	D: 6
CCc1nnc(NC(=O)CSc2nc3c(C)cc(C)cc3cc2C#N)s1
  A: 0.0	B: -0.6	C: -8	D: 5
Cc1cccc(CC(=O)N2CCc3nnc(CNC(=O)c4ccncc4)n3CC2)c1
  A: -0.1	B: -0.8	C: 5	D: 5
O=C(COC(=O)c1ccc(F)c(S(=O)(=O)N2CCOCC2)c1)NC1CCCCC1
  A: 0.1	B: -0.2	C: -5	D: -2
COc1cccc(/C=N/NC(=O)C(=O)Nc2ccc3ccccc3c2)c1
  A: 0.2	B: -0.6	C: -10	D: -8

19 consecutive compounds already listed:
Codes: A = FBW7 activator; B = GPR151 ag; C = TEAD-YAP inh; D = MITF primary
CCOc1ccc2c(=O)c(-c3ccccc3OC)coc2c1
  A: 0.1	B: 0.2	C: -42	D: -1
CN1CCN(C(=O)c2cccc(F)c2)CC1
  A: -0.1	B: -1.7	C: -1	D: 6
CC(=O)c1cccc(NC(=O)CCc2ccc(S(=O)(=O)NCC(C)C)cc2)c1
  A: 0.0	B: -1.6	C: 8	D: -1
CN1CCN(c2ccc(-c3cc(NCCc4ccc(O)cc4)nc(N)n3)cc2)CC1
  A: 0.0	B: -0.8	C: 4	D: 5
COc1ccc(-n2c(CNC(=O)c3cc(OC)c(OC)c(OC)c3)n[nH]c2=S)cc1
  A: 0.2	B: -0.1	C: -3	D: 10
O=C(C1CC(=O)N(c2ccccc2)C1)N1CCN(S(=O)(=O)C2CC2)CC1 (stereo not drawn)
  A: 0.1	B: -0.9	C: 1	D: 9
COc1ccc(-c2coc3cc(O)ccc3c2=O)cc1
  A: 0.1&0.0	B: -3.4&-1.8	C: 53*!	D: 25&-1
CCOc1ccc(-c2cc(C(=O)Nc3cc(=O)n(C)c(=O)n3C)c3ccccc3n2)cc1
  A: 0.0	B: -1.8	C: 76*	D: -26
Cc1ccccc1NC(=O)c1cc(Cl)cc(Cl)c1NC(=O)c1cccnc1
  A: 0.1	B: -0.9	C: -5	D: -5
COc1ccc(CCNCC(=O)Nc2ccccc2N2CCCCCC2)cc1OC
  A: -0.1	B: -0.2	C: -17	D: 15
O=C(COC(=O)c1ccccc1N1C(=O)C2C3CCC(C3)C2C1=O)c1ccc(Cl)c([N+](=O)[O-])c1 (stereo not drawn)
  A: -0.2	B: -2.4	C: -5	D: -2
CCOC(CNC(=O)Nc1cccc(C(F)(F)F)c1)(OCC)c1ccncc1
  A: 0.1	B: 2.5	C: -11	D: 9
Cc1ccccc1-n1c(SCc2cc(=O)n3ccccc3n2)nc2n[nH]c(C)c2c1=N
  A: 0.3	B: -1.0	C: -32	D: 5
CC1CCCC/C1=N\NC(=O)CCC(=O)Nc1ccc(F)cc1 (stereo not drawn)
  A: 0.0	B: 1.9	C: -1	D: 11
CC1(C)CC(=O)C/C(=N/NC(=O)C2CC2c2ccccc2)C1 (stereo not drawn)
  A: -0.2	B: 0.9	C: 0	D: -6
C=CCC1(CC=C)CCCN1
  A: 0.4	B: 1.7	C: 4	D: 4
COCCCNc1nccn2c(-c3cccc4ccccc34)cnc12
  A: -0.1	B: 2.5	C: 5	D: -1
COCCNC(=O)c1ccc(Cl)cc1
  A: 0.4	B: 0.0	C: -3	D: 8
O=C(NC1CCCCC1)c1ccc(Br)c(S(=O)(=O)N2CCOCC2)c1
  A: 0.1	B: 1.4	C: 3	D: -8

Continuation.
mol	FBW7 activator	GPR151 ag	TEAD-YAP inh	MITF primary
CC(C)(C)C(=O)NC1CCN(C(=S)Nc2ccc(F)cc2)CC1	0.0	-0.5	-12	-4
COc1ccc(CC(=O)N/N=C\c2cc(Br)c(O)c(Br)c2)cc1	-0.1	-0.5	-3	-4
CCNC(=S)N/N=C/c1cccs1	0.1	-1.3	4	8
O=c1c2ccccc2nc(SCc2cccc(Cl)c2)n1Cc1ccco1	0.0	-1.1	-8	5
COC(=O)/C(=C\C(C)=C\c1cccs1)C(C)=O	-0.1	0.7	-10	11
CC1CCN(c2nc3c(c(=O)[nH]2)CCN(Cc2ccc(N(C)C)cc2)C3)CC1	-0.3	0.7	6	15
O=C(NCc1ccccc1)C1CCC(Cn2c(SCc3ccccc3F)nc3ccccc3c2=O)CC1 (stereo not drawn)	0.1	0.3	6	-1
Cc1ccc(NC(=O)c2c(NC(=S)Nc3ccccc3)sc3c2CCC3)cc1	-0.1	-0.5	-1	-5
CCOC(=O)c1cc(CC)sc1NC(=O)c1ccc(N2CCN(CC)CC2)c([N+](=O)[O-])c1	0.0	1.6	1	-10
CN1CCN(C(=O)c2ccc(-c3nc4ccc(C(=O)NCCc5ccc(O)cc5)cc4s3)cc2)CC1	0.1	0.7	-4	2
O=C(CN1C(=O)c2ccccc2C1=O)OCC(=O)c1ccc(OC(=O)c2ccccc2)cc1	0.2	-0.2	-2	19
O=C(c1cc2cc(Br)ccc2oc1=O)N1CCN(c2ccc(Cl)c(Cl)c2)CC1	0.2	0.1	14	3
O=C(/C=C/c1cn(-c2ccccc2)nc1-c1ccc2c(c1)OCCO2)NCCO	0.1	0.5	-3	6
O=C(Cc1ccc([N+](=O)[O-])cc1)NNc1ccc([N+](=O)[O-])cc1	0.0	-1.1	-7	1
CC1CCCC(C)N1C(=O)COC(=O)c1cccc(Br)c1 (stereo not drawn)	0.0	-0.5	5	6
O=C(COC(=O)CNS(=O)(=O)/C=C/c1ccccc1)NC12CC3CC(CC(C3)C1)C2	0.1	3.2	-6	6
CCOC(=O)CN1CC23C=CC(O2)C(C(=O)Nc2ccc(CC)cc2)C3C1=O (stereo not drawn)	0.0	-0.3	-1	-7
NC(C(=O)Nc1cnn(-c2cccc(C(=O)Nc3ccc(N4CCOCC4)cc3)c2)c1)c1ccccc1 (stereo not drawn)	0.1	0.4	-7	3
O=C(NN=C1CCCCCCC1)c1ccccc1O	0.0	0.1	-26	-3
C[C@@H](Cn1nnn(-c2ccccc2)c1=O)NC(=O)Cc1ccc2c(c1)OCO2	-0.1	0.9	-5	-2
O=C(CNC(=O)c1ccco1)NCc1ccc(F)cc1	0.1	-1.0	6	17
CCC(=O)Nc1ccc(N2CCN(C(=O)c3ccco3)CC2)c(Cl)c1	-0.2	1.6	0	3
N#CC1=C(SCC(=O)c2cc3ccccc3oc2=O)NC(=O)C(C#N)C12CCCCC2 (stereo not drawn)	0.0	0.9	-4	12
CC(C)(C)c1ccc(C(=O)Nc2ccc(NC(=O)c3cccc(Cl)c3Cl)cc2)cc1	0.1	0.9	3	-9
CC(=O)N1CC(C)Sc2cc(S(=O)(=O)NCc3ccc(F)cc3)ccc21 (stereo not drawn)	0.0	-0.9	0	-13
